High-throughput results deposited in PubChem BioAssay by several laboratories.
MT1-MMP act inh: inhibitors of human MT1-MMP activation; actives 0.061% (n = 360,000); GFP/RFP ratio change, % at 20 µM; HT1080 RFP-PRO-GFP cells, GFP/RFP ratio fluorescence, overnight; percent of plate control window, DMSO zero; AID 651647;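 active = GFP/RFP ratio change of at least 30% with cell ATP level not reduced by more than half and red fluorescence within 50% of control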; note: strong numbers were not always called active
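Assay system: RFP-PRO-GFP reporter HT1080 cells; read-out basis: GFP/RFP fluorescence ratio; benchmarks: DMSO wells and RFP-L50D-GFP cells; doses: 20 µM single dose, 1% DMSO; schedule: overnight cell settling, then overnight compound exposure, 37 °C, 5% CO2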
E coli Lon inh: inhibits E. coli Lon protease. AID 602123. purified E. coli Lon protease, fluorescence polarization. P0A9M0. actives 0.42% (n = 360,000). inhibition, % at 7.94 µM; in the data active = inhibition above about 13%, passing the limit was not always enough;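 note: 0% = enzyme with probe and DMSO and 100% = no enzyme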
MsrA inhibitor: inhibits bovine methionine sulfoxide reductase A; purified bovine MsrA, absorbance read-out; inhibition, % at 15.5 µM; actives 0.75% (n = 360,000); in the data active = inhibition above about 4.5%;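 note: 0% = vehicle wells with enzyme and 100% = reference inhibitor wells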
MLLE-PAM2 inh: blocks PAM2 peptide binding to the PABP1 MLLE domain. P11940. GST-MLLE / FITC-PAM2 fluorescence polarization. inhibition, % at 20 µM. actives 0.36% (n = 360,000). AID 588489; in the data active = inhibition above about 35%, passing the limit was not always enough;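 note: plate controls were DMSO wells with GST-MLLE for no effect and wells lacking GST-MLLE protein for full effect; some results filed as inactive read as strong as hits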
TbMetRS inhib: Trypanosoma brucei MetRS inhibition; actives 0.4% (n = 360,000); inhibition, % at 11.9 µM; purified T. brucei MetRS, ATP depletion, Kinase-Glo luminescence; AID 624268;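 active = inhibition above a per-plate cutoff of the control wells' mean inhibition plus 3 SD, cut at about 5.5% in these data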;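 note: 0% = DMSO wells median and 100% = median of wells with control inhibitor compound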
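Dosing: 11.9 µM single point; system: parasite MetRS enzyme; technique: luminescence of leftover ATP; times: 15 min enzyme-compound preincubation, 2 h reaction, 10 min detection, 25 °C; replicates: each compound tested once; read-out basis: percent inhibition relative to median high and low control wells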
bovine MsrA act: activators of bovine methionine sulfoxide reductase A | purified bovine MsrA, absorbance read-out | actives 0.3% (n = 360,000) | activation, % at 10.6 µM; in the data active = activation above about 7.5%;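 note: 0% = vehicle and 100% = reference activator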
FAS-TE inh: FAS thioesterase (human) inhibition | inhibition, % at 15 µM | recombinant FAS-TE, OMFH fluorogenic substrate, fluorescence endpoint | P49327 | actives 0.67% (n = 360,000);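 active = compounds whose normalised, plate-corrected inhibition of enzyme fluorescence in the single-dose primary screen is 50% or more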;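 note: 0% = DMSO with enzyme and 100% = substrate without enzyme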
Target sequence (P49327 whole entry, looked up): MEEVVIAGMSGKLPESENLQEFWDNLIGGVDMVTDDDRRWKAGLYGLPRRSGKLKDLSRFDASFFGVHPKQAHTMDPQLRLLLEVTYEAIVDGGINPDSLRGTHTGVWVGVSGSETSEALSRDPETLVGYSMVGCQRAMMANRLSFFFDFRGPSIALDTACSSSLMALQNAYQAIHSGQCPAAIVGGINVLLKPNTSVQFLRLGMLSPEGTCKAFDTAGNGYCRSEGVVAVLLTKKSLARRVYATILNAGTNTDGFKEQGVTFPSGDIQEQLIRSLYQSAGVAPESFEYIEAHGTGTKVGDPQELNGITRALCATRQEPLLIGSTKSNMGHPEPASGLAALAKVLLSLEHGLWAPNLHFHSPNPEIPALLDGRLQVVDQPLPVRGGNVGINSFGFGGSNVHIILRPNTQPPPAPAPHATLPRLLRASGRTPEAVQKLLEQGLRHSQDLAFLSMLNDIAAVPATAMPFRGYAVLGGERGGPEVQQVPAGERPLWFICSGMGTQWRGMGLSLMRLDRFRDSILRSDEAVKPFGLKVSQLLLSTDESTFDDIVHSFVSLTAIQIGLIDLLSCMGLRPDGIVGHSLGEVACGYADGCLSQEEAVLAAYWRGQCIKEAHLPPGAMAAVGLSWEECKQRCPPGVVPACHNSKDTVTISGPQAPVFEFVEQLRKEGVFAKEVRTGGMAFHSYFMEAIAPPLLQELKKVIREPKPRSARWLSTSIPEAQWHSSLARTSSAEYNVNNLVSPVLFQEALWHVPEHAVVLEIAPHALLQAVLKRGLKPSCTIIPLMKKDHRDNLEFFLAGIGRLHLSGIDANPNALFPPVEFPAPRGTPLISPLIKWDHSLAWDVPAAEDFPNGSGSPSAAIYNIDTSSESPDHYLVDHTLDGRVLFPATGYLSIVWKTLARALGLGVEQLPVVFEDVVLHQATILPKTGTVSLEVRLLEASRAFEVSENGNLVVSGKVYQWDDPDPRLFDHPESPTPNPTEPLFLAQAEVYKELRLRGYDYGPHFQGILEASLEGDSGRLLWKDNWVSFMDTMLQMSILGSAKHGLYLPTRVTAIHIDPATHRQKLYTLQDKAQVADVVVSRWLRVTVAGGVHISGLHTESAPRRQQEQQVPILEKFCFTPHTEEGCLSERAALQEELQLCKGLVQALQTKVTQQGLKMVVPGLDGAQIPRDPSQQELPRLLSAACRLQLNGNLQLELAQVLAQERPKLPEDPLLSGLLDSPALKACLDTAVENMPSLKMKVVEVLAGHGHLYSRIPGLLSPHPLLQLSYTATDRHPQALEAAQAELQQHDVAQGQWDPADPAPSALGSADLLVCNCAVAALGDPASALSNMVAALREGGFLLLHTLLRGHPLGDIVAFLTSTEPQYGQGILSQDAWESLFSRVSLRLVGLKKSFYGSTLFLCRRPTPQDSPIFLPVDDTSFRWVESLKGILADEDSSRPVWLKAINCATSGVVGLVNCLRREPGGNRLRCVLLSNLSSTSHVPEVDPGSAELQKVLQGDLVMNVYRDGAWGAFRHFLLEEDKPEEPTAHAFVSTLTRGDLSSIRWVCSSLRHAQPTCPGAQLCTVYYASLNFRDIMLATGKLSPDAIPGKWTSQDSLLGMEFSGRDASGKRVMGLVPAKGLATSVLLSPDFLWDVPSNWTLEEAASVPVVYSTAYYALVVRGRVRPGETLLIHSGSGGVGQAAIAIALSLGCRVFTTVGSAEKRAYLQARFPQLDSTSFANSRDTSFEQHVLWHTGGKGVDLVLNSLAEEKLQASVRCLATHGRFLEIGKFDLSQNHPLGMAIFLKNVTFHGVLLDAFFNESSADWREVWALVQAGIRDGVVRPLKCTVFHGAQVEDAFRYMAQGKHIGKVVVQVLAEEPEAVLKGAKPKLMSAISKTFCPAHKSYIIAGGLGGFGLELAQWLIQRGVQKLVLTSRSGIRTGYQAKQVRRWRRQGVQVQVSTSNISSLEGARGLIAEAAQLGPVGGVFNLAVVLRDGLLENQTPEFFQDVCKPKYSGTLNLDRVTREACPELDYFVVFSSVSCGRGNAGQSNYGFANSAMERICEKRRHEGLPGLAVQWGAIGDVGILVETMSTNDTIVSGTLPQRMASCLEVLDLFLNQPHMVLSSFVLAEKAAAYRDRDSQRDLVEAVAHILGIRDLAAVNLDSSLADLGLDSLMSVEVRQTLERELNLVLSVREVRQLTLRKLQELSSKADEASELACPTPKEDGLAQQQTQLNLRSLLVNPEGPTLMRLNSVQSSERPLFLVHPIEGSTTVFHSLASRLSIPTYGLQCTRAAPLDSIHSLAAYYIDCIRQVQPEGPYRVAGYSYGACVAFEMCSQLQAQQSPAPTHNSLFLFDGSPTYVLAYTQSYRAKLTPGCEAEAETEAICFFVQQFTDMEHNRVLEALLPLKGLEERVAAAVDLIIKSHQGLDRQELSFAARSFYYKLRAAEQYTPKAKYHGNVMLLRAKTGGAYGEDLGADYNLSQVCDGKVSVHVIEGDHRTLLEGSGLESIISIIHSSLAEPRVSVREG
CendR NRP1 mod: NRP-1/CendR interaction modulation; O14786; FAM-RPARPAR peptide binding to NRP-1, fluorescence polarization; AID 602438; inhibition, % at 25 µM; actives 0.85% (n = 360,000);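 active = inhibition or corrected inhibition above about 18%, plus a signal ratio from 0.5 to 1.5, limit read from the data, passing the limit was not always enough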; note: strong numbers were not always called active
SKN-1 inh: C. elegans SKN-1 inhibition; C. elegans VP596 Pgst-4::GFP/RFP ratio, acrylamide-induced, 24 h; inhibition, % at 21.8 µM; actives 0.49% (n = 360,000);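 active = interference check ratio from 0.5 to 1.5 plus GFP to RFP signal ratio inhibition reaching or exceeding a fixed threshold, cut at about 30% in these data, passing the limit was not always enough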; note: some compounds called inactive have numbers as strong as hits
The depositor's hits bear a star. Outcome played no part in choosing rows, and some 4% of all compounds hit somewhere here.

For COc1nccc(C(F)(F)F)c1C(=O)Nc1ccc(Cl)cc1 the results were MT1-MMP act inh 1, E coli Lon inh -1, MsrA inhibitor 2.4, MLLE-PAM2 inh -7, TbMetRS inhib -0.4, bovine MsrA act -6, FAS-TE inh 3, CendR NRP1 mod 5 and SKN-1 inh -3.
CCCC(C(=O)Nc1nccs1)c1ccccc1 (stereo unspecified) was read as MT1-MMP act inh 0, E coli Lon inh -5, MsrA inhibitor 21*, MLLE-PAM2 inh 6, TbMetRS inhib -0.6, bovine MsrA act -3, FAS-TE inh -2, CendR NRP1 mod 10 and SKN-1 inh -27.
Screening CC(=O)Cn1c(CN2CCCC2)nc2ccccc2c1=O returned MT1-MMP act inh 3, E coli Lon inh 5, MsrA inhibitor -0.3, MLLE-PAM2 inh 8, TbMetRS inhib -0.3, bovine MsrA act -4, FAS-TE inh -2, CendR NRP1 mod 0 and SKN-1 inh -1.
Screening COC(=O)c1ccc(NC(=O)CSc2nccn2CCc2ccccc2)cc1 returned MT1-MMP act inh 5, E coli Lon inh 1, MsrA inhibitor -0.9, MLLE-PAM2 inh -12, TbMetRS inhib 0.2, bovine MsrA act 0, FAS-TE inh 6, CendR NRP1 mod -6 and SKN-1 inh -15.
CC(=O)c1ccc(S(=O)(=O)N2CCN(CC(=O)Nc3ccc(Cl)c([N+](=O)[O-])c3)CC2)cc1 was read as MT1-MMP act inh 10, E coli Lon inh 13, MsrA inhibitor 0.2, MLLE-PAM2 inh 10, TbMetRS inhib -0.3, bovine MsrA act -2, FAS-TE inh 46, CendR NRP1 mod 17 and SKN-1 inh 8.
CCCNC(=O)C1(C)CCN(C(=O)Cc2ccc3ccccc3c2)C1 (stereo unspecified) was read as MT1-MMP act inh -2, E coli Lon inh 5, MsrA inhibitor -0.5, MLLE-PAM2 inh -1, TbMetRS inhib -0.3, bovine MsrA act 1, FAS-TE inh 0, CendR NRP1 mod -13 and SKN-1 inh -5.
For Cc1ccc(S(=O)(=O)N2CCCOC2CNC(=O)C(=O)NCc2cccnc2)cc1 (stereo unspecified) the results were MT1-MMP act inh -2, E coli Lon inh -4, MsrA inhibitor -0.3, MLLE-PAM2 inh -9, TbMetRS inhib 0.3, bovine MsrA act -4, FAS-TE inh -12, CendR NRP1 mod -4 and SKN-1 inh 1.
`COc1cccc(N2CCN(C(=S)NCc3ccco3)CC2)c1` gave MT1-MMP act inh 2, E coli Lon inh 3, MsrA inhibitor -0.4, MLLE-PAM2 inh -118, TbMetRS inhib -1.7, bovine MsrA act -15, FAS-TE inh -5, CendR NRP1 mod 10 and SKN-1 inh -16.
O=C(/C=C/c1ccc(Cl)c(C(F)(F)F)c1)N1CCN(c2ccccn2)CC1 was read as MT1-MMP act inh 0, E coli Lon inh 8, MsrA inhibitor -0.1, MLLE-PAM2 inh -5, TbMetRS inhib -0.8, bovine MsrA act -4, FAS-TE inh 34, CendR NRP1 mod 5 and SKN-1 inh -6.
For Cc1ccc(-n2nnnc2SCC(=O)NCC2(N3CCCCC3)CCCCC2)c(C)c1 the results were MT1-MMP act inh 4, E coli Lon inh -4, MsrA inhibitor -0.3, MLLE-PAM2 inh -41, TbMetRS inhib -0.3, bovine MsrA act -4, FAS-TE inh -2, CendR NRP1 mod -1 and SKN-1 inh -1.
Screening O=C(N[C@H]1C/C=C\C[C@H](CC(=O)N(CCO)Cc2ccccc2)C(=O)N[C@@H](c2ccccc2)COC1=O)OCC1c2ccccc2-c2ccccc21 returned MT1-MMP act inh 2, E coli Lon inh -10, MLLE-PAM2 inh -6, TbMetRS inhib 0.5, bovine MsrA act -7, FAS-TE inh -2, CendR NRP1 mod -11 and SKN-1 inh 13.
Screening O=C(O)c1cc(N2CCCC2)ccn1 returned MT1-MMP act inh 2, E coli Lon inh -16, MsrA inhibitor 1.2, MLLE-PAM2 inh -16, TbMetRS inhib -0.4, bovine MsrA act 0, FAS-TE inh -2, CendR NRP1 mod -6 and SKN-1 inh 0.
For Cc1cc(C)c(OCC(=O)N2CC=C(c3ccccc3)CC2)c(C)c1 the results were MT1-MMP act inh -3, E coli Lon inh 8, MsrA inhibitor -0.8, MLLE-PAM2 inh -1, TbMetRS inhib -0.5, bovine MsrA act -8, FAS-TE inh 11, CendR NRP1 mod 4 and SKN-1 inh -10.
N#CC1c2ccccc2C=CN1C(=O)N(c1ccccc1)c1ccccc1 (stereo unspecified) was read as MT1-MMP act inh -18, E coli Lon inh -4, MsrA inhibitor 0.2, MLLE-PAM2 inh 8, TbMetRS inhib -0.1, bovine MsrA act 2, FAS-TE inh 24, CendR NRP1 mod 6 and SKN-1 inh -11.
`Cc1ccc(C(=O)N2CCN(c3ncnc4c3cnn4-c3ccccc3)CC2)cc1` gave MT1-MMP act inh 4, E coli Lon inh 11, MsrA inhibitor -0.4, MLLE-PAM2 inh -8, TbMetRS inhib -1.6, bovine MsrA act -3, FAS-TE inh -30, CendR NRP1 mod 1 and SKN-1 inh 9.
Cc1onc(-c2ccccc2)c1C(=O)OCCOc1ccccc1F was read as MT1-MMP act inh -1, E coli Lon inh 0, MsrA inhibitor 0.0, MLLE-PAM2 inh -2, TbMetRS inhib -0.1, bovine MsrA act 1, FAS-TE inh 23, CendR NRP1 mod -5 and SKN-1 inh -27.
COc1ccc(CCNc2oc(Cc3cccc4ccccc34)nc2C#N)cc1OC was read as MT1-MMP act inh -7, E coli Lon inh -8, MsrA inhibitor 1.1, MLLE-PAM2 inh 5, TbMetRS inhib -0.3, bovine MsrA act -1, FAS-TE inh 25, CendR NRP1 mod 6 and SKN-1 inh 5.
`Cc1cccc(NS(=O)(=O)c2ccc(OCC(=O)N3CCCC3)cc2)c1` gave MT1-MMP act inh -3, E coli Lon inh 1, MsrA inhibitor -1.5, MLLE-PAM2 inh -7, TbMetRS inhib -0.2, bovine MsrA act -3, FAS-TE inh -3, CendR NRP1 mod 3 and SKN-1 inh -5.
`Fc1cccc(Cc2noc(CN3CCCN(C4Cc5ccccc5C4)CC3)n2)c1` gave MT1-MMP act inh -1, E coli Lon inh -7, MsrA inhibitor -0.6, MLLE-PAM2 inh -1, TbMetRS inhib 0.0, bovine MsrA act -1, FAS-TE inh -4, CendR NRP1 mod -6 and SKN-1 inh 5.
CC(=O)c1cc(Cc2csc(C(C)=O)c2)cs1 was read as MT1-MMP act inh -1, E coli Lon inh -3, MsrA inhibitor 0.0, MLLE-PAM2 inh -4, TbMetRS inhib -0.9, bovine MsrA act -9, FAS-TE inh -4, CendR NRP1 mod 2 and SKN-1 inh -5.
COCCNC(=O)CSc1c2c(nc3ccc(Cl)cc13)CCCC2 was read as MT1-MMP act inh -1, E coli Lon inh -3, MsrA inhibitor 0.7, MLLE-PAM2 inh 11, TbMetRS inhib 0.1, bovine MsrA act -3, FAS-TE inh -2, CendR NRP1 mod 4 and SKN-1 inh 1.
`CC1(C(=O)NCCC#N)CCN1C(=O)CC(c1ccccc1)c1ccccc1` (stereo unspecified) gave MT1-MMP act inh 3, E coli Lon inh 7, MsrA inhibitor -1.1, MLLE-PAM2 inh 8, TbMetRS inhib 0.1, bovine MsrA act -2, FAS-TE inh -7, CendR NRP1 mod 1 and SKN-1 inh 3.
CCC(CO)NCc1ccc(Br)cc1 (stereo unspecified) was read as MT1-MMP act inh 0, E coli Lon inh -5, MsrA inhibitor -1.1, MLLE-PAM2 inh -10, TbMetRS inhib 0.3, bovine MsrA act -3, FAS-TE inh -10, CendR NRP1 mod 5 and SKN-1 inh 13.
Screening COC(=O)C1=CO[C@@H](O[C@@H]2O[C@H](CO)[C@@H](O)[C@H](O)[C@H]2O)[C@H]2[C@@H]1C(=O)C[C@@H]2C returned MT1-MMP act inh 0, E coli Lon inh 2, MsrA inhibitor 0.4, MLLE-PAM2 inh -7, TbMetRS inhib 0.1, bovine MsrA act -2, FAS-TE inh -5, CendR NRP1 mod -8 and SKN-1 inh -1.
For CN(C)c1ccc2c(=O)cc[nH]c2c1 the results were MT1-MMP act inh 4, E coli Lon inh -4, MsrA inhibitor 0.9, MLLE-PAM2 inh 20, TbMetRS inhib -0.2, bovine MsrA act -5, FAS-TE inh -1, CendR NRP1 mod 14 and SKN-1 inh 4.
`CC(C)[C@@H]1Cc2[nH][nH]c(=O)c2[C@H](C(C)C)O1` gave MT1-MMP act inh 4, E coli Lon inh -5, MsrA inhibitor 0.6, TbMetRS inhib -0.7, bovine MsrA act 0, FAS-TE inh -21, CendR NRP1 mod -4 and SKN-1 inh 3.
CCCOCC1CC2(SC(=Nc3ccc(C)cc3)NC2=O)C(=O)O1 (stereo unspecified) was read as MT1-MMP act inh -6, E coli Lon inh -1, MsrA inhibitor 0.4, MLLE-PAM2 inh -12, TbMetRS inhib -0.6, bovine MsrA act -1, FAS-TE inh -1, CendR NRP1 mod 8 and SKN-1 inh -6.
For CCOc1ccc(C(=O)NCCN2CCOCC2)cc1 the results were MT1-MMP act inh 3, E coli Lon inh 0, MsrA inhibitor 1.7, MLLE-PAM2 inh 1, TbMetRS inhib -0.6, bovine MsrA act 0, FAS-TE inh -4, CendR NRP1 mod 0 and SKN-1 inh 3.
`Cc1cc(F)ccc1S(=O)(=O)Nc1ccccc1C(=O)NCc1ccccn1` gave MT1-MMP act inh 2, E coli Lon inh 4, MsrA inhibitor 0.6, MLLE-PAM2 inh -9, TbMetRS inhib -0.2, bovine MsrA act -3, FAS-TE inh 0, CendR NRP1 mod 0 and SKN-1 inh -1.
`Cc1cc(C)c(C(=O)CC2(O)C(=O)Nc3ccccc32)cc1C` (stereo unspecified) gave MT1-MMP act inh 2, E coli Lon inh -2, MsrA inhibitor 0.1, MLLE-PAM2 inh -15, TbMetRS inhib 0.0, bovine MsrA act 0, FAS-TE inh -5, CendR NRP1 mod -10 and SKN-1 inh 3.
Screening CC(C)c1ccc(-c2csc3nc[nH]c(=O)c23)cc1 returned MT1-MMP act inh 2, E coli Lon inh -5, MsrA inhibitor -0.6, MLLE-PAM2 inh -17, TbMetRS inhib -0.8, bovine MsrA act -3, FAS-TE inh 2, CendR NRP1 mod 10 and SKN-1 inh 27.
`CCCN(CC(=O)Nc1ccccc1C)C(=O)c1ccc(S(=O)(=O)N2CCCCCC2)cc1` gave MT1-MMP act inh 2, E coli Lon inh -3, MsrA inhibitor 0.3, MLLE-PAM2 inh -1, TbMetRS inhib -0.4, bovine MsrA act -2, FAS-TE inh 2, CendR NRP1 mod 12 and SKN-1 inh 21.
`Cc1nnc(SCC(=O)N2CCCCC2)n1CC1CCCO1` (stereo unspecified) gave MT1-MMP act inh -1, E coli Lon inh -1, MsrA inhibitor 0.5, MLLE-PAM2 inh 8, TbMetRS inhib 0.1, bovine MsrA act -1, FAS-TE inh -9, CendR NRP1 mod 12 and SKN-1 inh 1.
`CN1CCc2c(sc(NC(=O)c3ccc(S(=O)(=O)N4CCCC4)cc3)c2C(N)=O)C1` gave MT1-MMP act inh -48, E coli Lon inh -166, MsrA inhibitor 0.6, MLLE-PAM2 inh -115, TbMetRS inhib -0.5, bovine MsrA act -1, FAS-TE inh -22, CendR NRP1 mod -54 and SKN-1 inh -16.
`CC(=O)c1ccc(NC(=S)Nc2cccc3cnccc23)cc1` gave MT1-MMP act inh 7, E coli Lon inh 4, MsrA inhibitor 1.5, MLLE-PAM2 inh 16, TbMetRS inhib -0.3, bovine MsrA act -7, FAS-TE inh -4, CendR NRP1 mod -8 and SKN-1 inh -16.
